DENV2 CPE rescue: inhibitors of DENV2 cytopathic effect | DENV2-infected cells, cytopathic effect rescue, plate reader | CPE inhibition, % at 9.99 µM | 350,000 compounds, 1.7% hits | AID 651640; in the data active = CPE inhibition above about 20%, passing the limit was not always enough; tested in BHK-21 cells;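 note: 0% = median of neutral control wells and 100% = median of positive control wells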
CFTR F508del cor: correctors of CFTR F508del function in bronchial epithelial cells; CFBE cells, YFP halide quenching; stimulated with forskolin plus potentiator P3; % fluorescence drop versus neutral controls; activity (quench increase), % at 7.58 µM; 350,000 compounds, 0.36% hits; AID 720511;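 active = mean added fluorescence quench of at least 8% versus neutral control, with both replicates also reaching 8%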;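 note: cells transiently co-express mutant CFTR-F508del with the halide-sensitive YFP; corrector assay measuring rescue of mutant channel to the surface after 24 h compound exposure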
Casp6 inh: caspase-6 (human) enzyme inhibition | P55212 | purified caspase-6, Z-VEID-R110 cleavage fluorescence | inhibition, % at 12.5 µM | 350,000 compounds, 0.53% hits;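 active = mean inhibition across replicates at least about 35%, with every replicate also reaching that limit, limit read from the data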;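 note: 0% = median of neutral control wells and 100% = no fluorescence left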
Target sequence (P55212 24-179 limits assumed): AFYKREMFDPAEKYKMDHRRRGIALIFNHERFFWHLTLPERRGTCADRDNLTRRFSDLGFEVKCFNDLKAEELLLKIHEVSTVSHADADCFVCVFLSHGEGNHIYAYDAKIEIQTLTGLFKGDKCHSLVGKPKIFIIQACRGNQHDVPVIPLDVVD
Target sequence (P55212 194-293 limits assumed): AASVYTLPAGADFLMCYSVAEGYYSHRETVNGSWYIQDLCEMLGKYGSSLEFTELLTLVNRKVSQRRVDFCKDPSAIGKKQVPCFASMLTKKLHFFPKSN
ERp5 block: blocks human ERp5 reductase activity on insulin. ERp5 insulin aggregation, absorbance 650 nm, 90 min. inhibition, % at 9.99 µM. 350,000 compounds, 0.05% hits. Q15084;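 active = mean replicate inhibition above about 25%, with every replicate also reaching it, limit read from the data, passing the limit was not always enough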
Target sequence (Q15084 whole entry, looked up): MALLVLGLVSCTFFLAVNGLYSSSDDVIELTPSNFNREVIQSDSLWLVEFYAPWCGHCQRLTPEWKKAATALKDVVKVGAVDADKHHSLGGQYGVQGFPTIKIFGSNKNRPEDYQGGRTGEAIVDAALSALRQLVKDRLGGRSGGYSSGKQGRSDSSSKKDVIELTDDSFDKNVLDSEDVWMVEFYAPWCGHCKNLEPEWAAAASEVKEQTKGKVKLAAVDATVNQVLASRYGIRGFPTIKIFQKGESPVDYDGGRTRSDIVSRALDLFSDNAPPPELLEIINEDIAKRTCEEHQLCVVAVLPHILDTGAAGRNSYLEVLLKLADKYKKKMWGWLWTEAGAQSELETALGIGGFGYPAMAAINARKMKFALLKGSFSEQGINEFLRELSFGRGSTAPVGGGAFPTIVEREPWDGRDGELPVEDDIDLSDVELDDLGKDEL
miR-122 sensor: blocks miR-122 activity in Huh7 sensor cells | Huh7 miR-122 Renilla luciferase sensor, 48 h; neutral wells = 0, positive control = 100 | activation (reporter increase), % at 12.5 µM | 340,000 compounds, 0.3% hits;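 active = mean replicate activation score at least 90 and every replicate individually at or above 90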;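 note: higher luciferase means less miR-122 activity so hits act as miR-122 inhibitors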
SIRT5 inh: inhibitors of human sirtuin-5 desuccinylase; Q9NXA8; Purified SirT5, succinyl-peptide AMC, trypsin-coupled fluorescence; inhibition, % at 15 µM; 330,000 compounds, 1.1% hits; AID 652115; in the data active = inhibition above about 15%
ERAP1 HTS inh: ERAP1 (human) enzyme inhibition. inhibition, % at 10.7 µM. AID 652197. recombinant ERAP1, Leu-AMC fluorescence, 60 min. 340,000 compounds, 0.15% hits. Q9NZ08;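 active = mean replicate inhibition of at least 30%, or all replicates individually reaching that 30% level; inactive = mean below 30% and not every replicate reaching it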;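 note: 0% = neutral control wells and 100% = L-leucinethiol positive control wells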
Numbers without * were called inactive; / = not tested or not shown; & = joins results of further samples; [ ] = another dose, or the depositor's remark. Outcome played no part in choosing rows, and some 4% of all compounds hit somewhere here.

SMILES	DENV2 CPE rescue	CFTR F508del cor	Casp6 inh	ERp5 block	miR-122 sensor	SIRT5 inh	ERAP1 HTS inh
CC(C)C[C@H]1CN([C@@H](CC(C)C)CN2CCCC2CN2C(=S)NC[C@@H]2Cc2ccccc2)C(=S)N1CCc1ccccc1 (some centres not stated)	14	0.4	-4	3	/	-3	-6
COc1ccc(S(=O)(=O)N(C)C[C@@H]2Oc3ccc(NS(=O)(=O)c4cccs4)cc3C(=O)N([C@@H](C)CO)C[C@H]2C)cc1	-1	0.1	-1	8	-1[16.7 µM]	-3	-2
Cc1cc(NS(=O)(=O)c2ccc(NC(=O)c3ccc([N+](=O)[O-])c(Cl)c3)cc2)no1	/	-1.7	5	1	-9	-2	-1
CCCc1cc(=O)oc2cc(OCC(=O)NCCc3c[nH]c4ccc(OC)cc34)ccc12	12	-0.5	-4	2	-1	/	/
O=C(Cc1ccccc1)N1CC[C@@H]2[C@@H](CO)Nc3ccc(Br)cc3[C@@H]21	1	-0.2	1	3	14[16.7 µM]	4	3
CC(C)[C@H]1C(=O)Nc2ccccc2N1C(=O)N[C@@H](Cc1ccccc1)C(=O)N[C@H](Cc1ccccc1)C(=O)O	-2	-0.6	-6	4	-5	0	-1
C=CCN1C(=O)C(C)NC1=S (configuration not stated)	14	1.8	2	2	/	-8	2
COC(=O)C1CCc2c(ccc3c2CCCC3)C1=O (configuration not stated)	2	1.4	-1	3	/	6	0
CC(C)c1cn(CC[C@H]2CC[C@H](NC(=O)c3cccc(F)c3)[C@@H](CO)O2)nn1	-3	0.9	2	2	-1[16.7 µM]	0	3
O=C(NC1CC1)c1cccc2c1C(=O)c1ccc(N3CCC(Cc4ccccc4)CC3)cc1S2(=O)=O	/	-0.5	-6	-3	-2	/	0
Cc1sc2ncn(CC(=O)Nc3c(F)cccc3F)c(=O)c2c1S(=O)(=O)N1CCC(C)CC1	/	1.5	-1	-5	3	3	-1
Cc1ccc(OCCCCNC2CCCCC2)c(C)c1	1	0.2	-1	-4	-3	-2	0
O=C1C=CC(O)(c2cc(=O)c3c(O)cc(O)cc3o2)C=C1	-14	17*	34	8	/	/	5
CCCCNC(=O)C1CC(c2cccc([N+](=O)[O-])c2)=NO1 (configuration not stated)	/	2.0	-1	5	-9	/	-1
FC(F)(F)c1ccc(CN2C[C@@H]3C(c4ccc(Cl)nc4)C4(c5cccnc5)CC3(C4)[C@H]2c2ccccc2)cc1 (some centres not stated)	5	-1.9	0	-3	/	0	-1
COc1ccc(C(=O)NCCc2cn3ccccc3n2)cc1	3	-1.3	4	1	4	-2	-4
CC(C)c1ccc(/C=N/NC(=O)c2cc(-c3cccc([N+](=O)[O-])c3)n[nH]2)cc1	34*	-1.9	2	1	2	1	-2
O=C(C[C@H]1C[C@@H]2c3cc(NS(=O)(=O)c4ccc(F)cc4)ccc3O[C@@H]2[C@H](CO)O1)NCc1ccccc1	-4	1.0	-2	-5	6[16.7 µM]	-1	2
CC(=O)N1CCN(C(=O)c2ccc(Cl)c(S(=O)(=O)N3CCCC3)c2)CC1	-10	0.6	2	-14	-5	2	-1
CN(CCC#N)C(=O)COC(=O)c1ccccc1OCc1ccccc1Cl	-6	1.9	1	4	48	-1	-2
CCN1C(=O)CC(N2CCN(c3cccc(OC)c3)CC2)C1=O (configuration not stated)	/	-0.2	3	8	-3	-4	-1
COc1ccccc1C(=O)Nc1ccc2c(c1)C(=O)N(C)C[C@H](OC)[C@@H](C)CN(CC1CC1)[C@H](C)CO2	11	1.5	0	-3	/	-1	-3
O=C(C1CCC1)N1CC2(C1)[C@@H](c1ccccc1)[C@@H](CO)N2Cc1ccc(Cl)cc1	16	0.1	-1	7	/	-3	2
C[C@H]1CN([C@@H](C)CO)C(=O)c2cccc(NC(=O)c3cnccn3)c2O[C@H]1CN(C)C(=O)Nc1ccc(C(F)(F)F)cc1	8	-1.5	0	9	1[16.7 µM]	-3	0
CC(OC(=O)C1=COCCO1)C(=O)NC1CCCCC1C (configuration not stated)	4	-4.1	-1	/	-3	-4	-1
Fc1ccccc1C1c2[nH]c3ccccc3c2CCN1Cc1cccn1-c1ncccn1 (configuration not stated)	-2	-0.5	-3	0	-1	-4	0
CCOC(=O)Cc1csc(NC(=O)CN2CCCCC2)n1	2	1.4	-1	0	/	/	2
c1ccc(CCCNCCCn2cnc3c(OCc4ccccc4)ncnc32)cc1	-3	2.5	-4	5	-34	-4	-2
O=C(NNC(=O)c1ccc2c(=O)n3c(nc2c1)CCC3)c1ccc(Cl)cc1	5	0.2	0	0	7	-3	-5
COc1ccc(NC(=O)c2ccccc2[N+](=O)[O-])cc1OC	-1	-3.4	2	1	0	-1	0
CCNC(=O)[C@H]1[C@H](CO)[C@H]2Cn3c(ccc(-c4cccc(F)c4)c3=O)[C@H]2N1CC1CCOCC1	-1	-3.3	2	0	-1[16.7 µM]	-10	0
CC(C)(C)[S@](=O)N1Cc2cc(C(=O)NC3CCC3)nc(-c3cccc(Br)c3)c2[C@@H]1CCO	-3	-0.2	2	12	/	1	0
CN(C(=O)N1CCN(S(=O)(=O)c2ccccc2)CC1)c1ccccc1	/	1.1	-2	-3	-3	-1	-3
Cc1occc1C(=O)NNC(=S)NC(=O)COc1ccc(Cl)cc1Cl	-3	0.8	4	-1	3	-3	9
CCc1ccc(NC(=O)CSc2nc3ccsc3c(=O)n2CCC(=O)O)cc1	-5	0.2	-5	-11	5	1	-2
CC(=O)Nc1ccc(NC(=O)C2CCCN2C(=O)Nc2ccccc2[N+](=O)[O-])cc1 (configuration not stated)	-8	0.2	0	16	-7	21*	-1
O=C(CSc1nccn(-c2cccc(F)c2)c1=O)Nc1ccc(Cl)cc1F	2	2.7	5	3	2	5	-1
C[C@H](CO)N1C[C@H](C)[C@@H](CN(C)S(=O)(=O)c2ccc(F)cc2)Oc2ccc(N(C)C)cc2C1=O	0	-1.5	0	-6	12[16.7 µM]	12	-2
CCCNC(=O)C[C@@H]1CC[C@@H]2[C@H](COC[C@H](O)CN2Cc2ccccc2F)O1	-2	0.3	11	-4	-7[16.7 µM]	-1	-1
CC1CCCN(C(=O)C2CCN(S(=O)(=O)c3ccc4c(c3)CC(C)N4C(=O)C3CC3)CC2)C1 (configuration not stated)	2	0.3	1	0	-2	1	-1
CCC(C)Sc1cccc(-c2nc3cc(C)ccn3c2NC2CCCCC2)c1 (configuration not stated)	2&1	-1.4&0.5	-1&-1	3&-2	29	-4	0&3
c1cc2c(cc1-c1[nH]ncc1CN1C[C@H]3CC[C@H]1C3)OCO2	0	-0.4	/	1	17	-9	-3
Cn1c(CSCc2ccc(Cl)cc2)nnc1SCC(=O)Nc1nccs1	/	/	1	6	-6	-4	0
COc1ccc(OC)c(C(C(=O)NC2CCCCC2)N(C(=O)c2ccccn2)c2cccnc2)c1 (configuration not stated)	3	1.1	-5	3	-6	-3	-3
CC(C)CC#Cc1ccc2c(c1)O[C@H](CN(C)C(=O)NC1CCCC1)[C@H](C)CN([C@H](C)CO)S2(=O)=O	-7	0.6	3	4	-10[16.7 µM]	13*	1
C[C@H](CO)N1C[C@H](C)[C@@H](CN(C)C(=O)c2cccnc2)Oc2cc(-c3cccc(C#N)c3)ccc2S1(=O)=O	-8	-4.2	0	-9	-1[16.7 µM]	-4	-1
CC(C)NC(=O)c1onc(CSc2ccccc2F)c1C(=O)O	7	0.4	-1	0	/	-6	5
N#Cc1ccc(-c2ccc(C3[C@@H]4CN(C(=O)C5CCCC5)C[C@H]3N4)cc2)cc1 (some centres not stated)	1&6	1.0&3.0	-1&0	0&-1	/	-3&-2	-1&1
CCOC(=O)C1=C(C)NC(C)=C(C(=O)OC)C1c1ccco1 (configuration not stated)	3	0.7	-4	0	/	-3	-2
CC1NC(=O)c2ccccc2-n2c1nc1ccc(F)cc1c2=O (configuration not stated)	-8	0.8	1	-6	0	-3	/
C[C@H](CO)N1C[C@H](C)[C@H](CN(C)S(=O)(=O)c2ccccc2)OCCCC[C@H](C)Oc2ccc(NS(=O)(=O)c3ccccc3)cc2C1=O	-2	4.0	2	-3	3[16.7 µM]	11	-1
CCC1=[N+](CC(=O)c2ccc(C)cc2)CCn2cccc21	-2	-1.7	-1	7	-8	-6	5
O=C(NCc1ccc2c(c1)OCO2)C1CC(c2ccccc2O)=NO1 (configuration not stated)	-2	-4.2	-1	2	9	-1	3
CCOc1ccccc1/C=C(\C#N)C(=O)NC1CC1	1	-1.3	-2	4	-1	-3	/
N#C/C(=C(/O)COc1ccc(Br)cc1)c1nnc2n1CCCCC2	16	1.0	-1	-1	3	-1	-2
COc1ccccc1S(=O)(=O)N[C@@H]1CC[C@@H](CC(=O)N2CCN(C)CC2)O[C@H]1CO	6	0.9	1	-1	-11[16.7 µM]	2	4

Among those listed so far, twelve have fluorine.
SMILES	DENV2 CPE rescue	CFTR F508del cor	Casp6 inh	ERp5 block	miR-122 sensor	SIRT5 inh	ERAP1 HTS inh
CC(C)c1cn(CC[C@H]2CC[C@H](NC(=O)c3cccc(F)c3)[C@@H](CO)O2)nn1	-3	0.9	2	2	-1[16.7 µM]	0	3
Cc1sc2ncn(CC(=O)Nc3c(F)cccc3F)c(=O)c2c1S(=O)(=O)N1CCC(C)CC1	/	1.5	-1	-5	3	3	-1
FC(F)(F)c1ccc(CN2C[C@@H]3C(c4ccc(Cl)nc4)C4(c5cccnc5)CC3(C4)[C@H]2c2ccccc2)cc1 (some centres not stated)	5	-1.9	0	-3	/	0	-1
O=C(C[C@H]1C[C@@H]2c3cc(NS(=O)(=O)c4ccc(F)cc4)ccc3O[C@@H]2[C@H](CO)O1)NCc1ccccc1	-4	1.0	-2	-5	6[16.7 µM]	-1	2
C[C@H]1CN([C@@H](C)CO)C(=O)c2cccc(NC(=O)c3cnccn3)c2O[C@H]1CN(C)C(=O)Nc1ccc(C(F)(F)F)cc1	8	-1.5	0	9	1[16.7 µM]	-3	0
Fc1ccccc1C1c2[nH]c3ccccc3c2CCN1Cc1cccn1-c1ncccn1 (configuration not stated)	-2	-0.5	-3	0	-1	-4	0
CCNC(=O)[C@H]1[C@H](CO)[C@H]2Cn3c(ccc(-c4cccc(F)c4)c3=O)[C@H]2N1CC1CCOCC1	-1	-3.3	2	0	-1[16.7 µM]	-10	0
O=C(CSc1nccn(-c2cccc(F)c2)c1=O)Nc1ccc(Cl)cc1F	2	2.7	5	3	2	5	-1
C[C@H](CO)N1C[C@H](C)[C@@H](CN(C)S(=O)(=O)c2ccc(F)cc2)Oc2ccc(N(C)C)cc2C1=O	0	-1.5	0	-6	12[16.7 µM]	12	-2
CCCNC(=O)C[C@@H]1CC[C@@H]2[C@H](COC[C@H](O)CN2Cc2ccccc2F)O1	-2	0.3	11	-4	-7[16.7 µM]	-1	-1
CC(C)NC(=O)c1onc(CSc2ccccc2F)c1C(=O)O	7	0.4	-1	0	/	-6	5
CC1NC(=O)c2ccccc2-n2c1nc1ccc(F)cc1c2=O (configuration not stated)	-8	0.8	1	-6	0	-3	/
